# Assay outcomes: PubChem BioAssay, several laboratories
# PRMT1 FP inh – inhibitors of human PRMT1. Q99873. recombinant PRMT1, activity-based probe fluorescence polarization. inhibition, % at 2.79 µM. actives 1.3% (n = 370,000). AID 652257;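 active means inhibition above about 21% made by adding two undisclosed values, limit read from the data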
# ABHD4 inh – inhibits mouse alpha/beta hydrolase domain 4; actives 0.54% (n = 370,000); AID 720543; purified mABHD4, FP-Rh probe fluorescence polarization; Q8VD66; inhibition, % at 8.92 µM;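 active means inhibition exceeding the mean over every tested compound plus 3 SD, cut at about 30% in these data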;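 further: 0% = plate median of compound wells and 100% = S159A mutant with DMSO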
# Target sequence (Q8VD66 whole entry, looked up, the tested form may be a part): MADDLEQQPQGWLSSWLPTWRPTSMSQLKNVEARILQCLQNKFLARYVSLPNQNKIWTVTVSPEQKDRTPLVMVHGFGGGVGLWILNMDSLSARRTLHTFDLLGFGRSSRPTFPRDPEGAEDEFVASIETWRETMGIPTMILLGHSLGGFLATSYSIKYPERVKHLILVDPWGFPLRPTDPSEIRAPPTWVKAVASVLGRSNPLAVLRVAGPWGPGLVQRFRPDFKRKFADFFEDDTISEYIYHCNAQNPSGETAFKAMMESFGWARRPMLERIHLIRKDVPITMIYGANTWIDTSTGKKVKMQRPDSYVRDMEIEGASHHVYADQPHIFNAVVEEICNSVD
#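 system = mouse ABHD4 enzyme, wild type | medium = HEPES pH 7.0, NaCl, Pluronic buffer | also added = FP-Rh probe | incubation = Enzyme–compound pre-incubation 45 min, then probe 60 min, both 25 °C | technique = fluorescence polarization, excitation 525 nm, emission 598 nm, BODIPY TMR filters | controls = S159A mutant high control, sample median low control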
# MBD2 DNA inh – inhibitors of human MBD2 binding to methylated oligonucleotide | Q9UBB5 | inhibition, % at 4.4 µM | TR-FRET | actives 0.31% (n = 370,000); in the data active means inhibition above about 13%
# Target sequence (Q9UBB5 whole entry, looked up): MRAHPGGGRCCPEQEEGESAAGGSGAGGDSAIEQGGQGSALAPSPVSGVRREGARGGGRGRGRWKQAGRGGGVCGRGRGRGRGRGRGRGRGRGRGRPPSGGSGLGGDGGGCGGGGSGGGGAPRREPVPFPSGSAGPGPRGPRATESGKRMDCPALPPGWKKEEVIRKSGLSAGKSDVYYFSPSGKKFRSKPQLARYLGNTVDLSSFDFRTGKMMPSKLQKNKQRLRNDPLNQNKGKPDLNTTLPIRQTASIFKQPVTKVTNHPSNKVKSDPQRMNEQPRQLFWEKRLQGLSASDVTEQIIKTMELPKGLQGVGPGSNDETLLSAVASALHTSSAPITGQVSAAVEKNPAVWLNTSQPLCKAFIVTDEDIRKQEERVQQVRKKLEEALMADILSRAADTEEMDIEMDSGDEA
# PG9 binder – small molecules binding HIV-1 gp120 antibody PG9; TR-FRET gp120-PG9 antibody binding; inhibition, % at 6.7 µM; actives 0.43% (n = 360,000); AID 624416; in the data active means inhibition above about 8.5%
# UHRF1 MBD2 ctr – human UHRF1 methylated DNA binding inhibitors; Q96T88; UHRF1 binding to methylated oligo, TR-FRET; inhibition, % at 4.4 µM; actives 0.75% (n = 370,000); AID 687016; in the data active means inhibition above about 21%;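 further: UHRF1 SRA domain binding a hemimethylated CpG hairpin DNA probe; 0% = median of test compound wells and 100% = reference inhibitor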
# rCAG binder – binds r(CAG) RNA repeats. AID 651821. r(CAG) RNA repeat, TO-PRO-1 dye displacement fluorescence. actives 1.3% (n = 370,000). inhibition, % at 3 µM;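 active means inhibition above the plate cutoff, the mean of all test compounds on that plate plus 3 SD, cut at about 35% in these data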;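 further: 0% = DMSO alone and 100% = 100 µM mitoxantrone as full dye displacement; higher means more dye released from RNA so lower well fluorescence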
# TCR-CD3 inh – blocks the human TCR-CD3 interaction. TAMRA-labeled TCR probe fluorescence, biochemical. actives 0.37% (n = 360,000). AID 651800. inhibition, % at 9.4 µM; in the data active means inhibition above about 19%;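 further: recombinant mutant TCR 2C K166C tagged with TAMRA read by polarization; 0% = receptor in buffer alone and 100% = receptor with positive control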
# HTRA1 inh – blocks human HTRA1 serine peptidase; recombinant HTRA1, FP-rhodamine activity-based probe, fluorescence polarization; inhibition, % at 5.96 µM; actives 0.5% (n = 340,000); in the data active means inhibition above about 36%;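 further: 0% = enzyme with DMSO and 100% = wells lacking enzyme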
# NR1D1 modulator – modulates human Rev-erb alpha binding to DNA; Rev-erbα–FITC-DNA binding, fluorescence polarization, 90 min; activity, % at 10 µM; actives 0.79% (n = 370,000);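 active means activity above about 14%, limit read from the data; passing the limit was not always enough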;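 further: 0% = DMSO wells with 35 nM protein and 100% = DMSO wells with 750 nM protein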
# LEDGF integ inh – blocks HIV-1 LEDGF/p75-dependent DNA integration. inhibition, % at 3.7 µM. TR-FRET IN-LEDGF/p75 DNA integration, Eu/Cy5. actives 0.64% (n = 370,000);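 active means inhibition above the screen-wide mean plus 3 SD, cut at about 13% in these data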;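 further: signal is the Cy5 over europium emission ratio at 671 and 618 nm; 0% = plate median of compound wells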
# * hit, by the source's call; · = no result given. Some of the compounds tested, so the mix of outcomes need not match the whole.
Structure,PRMT1 FP inh,ABHD4 inh,MBD2 DNA inh,PG9 binder,UHRF1 MBD2 ctr,rCAG binder,TCR-CD3 inh,HTRA1 inh,NR1D1 modulator,LEDGF integ inh
CCOc1ccc(Cl)cc1S(=O)(=O)N1CCC(C(=O)NCc2ccccn2)CC1,2,-4,1,2.4,-1,-2,2,-4,-7,-5
CC(C)(C)n1nnnc1C(c1ccc(Cl)cc1)N1CCCc2ccccc21 (configuration not stated),-3,-3,0,-1.9,-1,-3,14,4,9,-3
NC(=O)c1ccc2c(=O)n3c(-c4cccs4)csc3nc2c1,1,16,-1,-1.4,0,5,2,-1,1,0
CC(=O)NC1C(OC(=O)/C=C/c2ccccc2)OC(COC(C)=O)C(OC(C)=O)C1OC(C)=O (configuration not stated),0,7,-2,-1.2,2,-4,7,7,3,-1
CC1CCN(S(=O)(=O)c2ccc3c(c2)c(=O)c(C(=O)NC2CCCC2)cn3C)CC1,-2,-4,-8,-0.6,-1,-1,-2,-5,1,2
CCC(=O)c1ccc(OCC(=O)Nc2ccccc2N2CCCCC2)cc1,-5,-6,-6,0.8,-1,2,7,5,-2,3
CCNC(=S)NNC(=O)c1cc(C)on1,1,3,-1,0.4,1,1,-5,2,5,1
Cc1ccc(NC(=O)c2ccc3c(c2)N(CC(=O)NC(C)C)C(=O)C(C)(C)O3)cc1,-1,-7,7,0.2,-1,-1,0,6,-1,1
N#CCCN(C(=O)CSc1ccc2c(c1)OCCO2)c1ccccc1,22*,-5,-1,0.1,2,-7,-5,9,-1,3
CC(C)(C)[C@H]1C=C(C(=O)N2CCN(Cc3ccc4c(c3)OCO4)CC2)O[C@@H](OCc2ccc(CO)cc2)C1,2,8,-1,2.1,5,4,-2,-14,-2,1
COc1ccc(CCNC(=O)COC(=O)C2CC2)cc1OC,-4,-4,-8,-0.2,0,0,-5,3,3,5
O=C(Cc1ccc(F)cc1)N1CCC(CC2CC(c3ccc(Cl)cc3)=NO2)(C(=O)NCC2CCCCC2)CC1 (configuration not stated),3,-7,1,-0.2,2,-2,-4,-11,-3,-4

# More entries.
Structure,PRMT1 FP inh,ABHD4 inh,MBD2 DNA inh,PG9 binder,UHRF1 MBD2 ctr,rCAG binder,TCR-CD3 inh,HTRA1 inh,NR1D1 modulator,LEDGF integ inh
Cc1ccc(C(=O)NCCCNC(=O)c2ccccc2F)cn1,6,-3,4,-0.1,3,3,6,1,4,-1
COc1cc(C(=O)NCCOC(=O)c2cccc(N(C)C)c2)cc(OC)c1OC,1,4,3,-2.1,2,0,4,-5,0,1
O=C(NCCN1CCOCC1)c1ccc(NC(=O)c2ccc(Br)o2)cc1,3,11,2,0.1,-1,2,-1,·,-10,1
COc1cc(OC)cc(C(=O)OCC(=O)NCCCc2ccccc2)c1,6,-2,5,0.2,3,-5,-3,-8,0,-3
O=C(NCC12CC3CC(CC(C3)C1)C2)c1nn2c(c1Cl)NC(c1ccco1)CC2C(F)(F)F (configuration not stated),-2,3,0,0.5,2,-1,0,-9,1,1
CCn1cc(C(=O)N2CCN(c3ccc(C(C)=O)cc3)CC2)c2cc(OC)c(OC)cc2c1=O,-2,-10,5,1.4,3,-5,11,-2,6,7
O=C(O)c1cc(-c2ccco2)nc2ccccc12,23*,21,3,0.7,18,14,10,20,-1,7
Cc1ccc(NC(=O)CN2CCc3cc4c(cc3C2)OCCCO4)cc1C,3,2,1,-3.4,2,-8,-5,-6,-1,0
CC1C2C(c3ccccc3)N(C)C(=O)N(C)C2N(C)C(=O)N1C (configuration not stated),10,1,-5,0.6,0,-4,1,6,2,-2
Cc1ccc(OCC(=O)OCC(=O)Nc2ccc3c(c2)OCO3)cc1C,2,-17,-3,-0.9,-1,-1,-5,4,-1,2
COc1ccc(C(C(=O)NCC2CCCO2)N(C(=O)CNC(=O)c2ccco2)c2cc(C)cc(C)c2)cc1OC (configuration not stated),-4,3,-7,-1.8,-2,-10,-1,0,6,6
COc1ccc(NS(=O)(=O)c2cc(NC(=O)c3sccc3C)ccc2N2CCOCC2)cc1,-2,-2,1,-0.2,0,-4,0,-3,2,0

# The results go on.
Structure,PRMT1 FP inh,ABHD4 inh,MBD2 DNA inh,PG9 binder,UHRF1 MBD2 ctr,rCAG binder,TCR-CD3 inh,HTRA1 inh,NR1D1 modulator,LEDGF integ inh
COc1c(Br)cc2c(C)c(C(=O)N3CCOCC3)oc2c1Br,-3,-2,-6,0.1,-2,-6,6,·,-2,-1
Cc1onc(-c2ccccc2)c1C(=O)n1nnc2ccccc21,-1,-6,3,0.4,-3,-1,-1,2,-1,-1
COc1cc(/C=C2\CCCc3c2nc2ccccc2c3C(=O)O)cc(OC)c1O,0,15,4,-8.7,0,0,2,10,-1,1
CCOc1cc(O)c(-c2[nH]ncc2-c2nc(C)cs2)cc1CC,-3,1,-3,-2.2,-3,-3,-3,-15,1,-1
COc1ccc(NS(=O)(=O)c2cc(NC(=O)c3nn(C)c(=O)c4ccccc34)ccc2OC)cc1,-1,14,6,1.0,2,7,-5,-10,-5,-1
CCOC(=O)C(NC(C)=O)C(OC(C)=O)c1cccc(N(CCO)CCO)c1 (configuration not stated),-2,-1,1,-0.3,-2,-4,-1,4,-2,1
CCCc1ccc2oc(C(=O)NCCc3nc(C(=O)OCC)cs3)c(C)c2c1,0,-11,1,-0.5,2,-6,-6,-43,-2,0
COc1cc(S(=O)(=O)NCc2ccccc2)ccc1F,-2,0,0,-3.0,4,0,-5,-2,-6,0
CCCCn1c(=O)n(C)c(=O)c2c3c(sc21)COC(C)(C)C3,4,5,-2,-0.9,3,-6,7,-2,2,2
Cn1c(=O)c2cc(S(=O)(=O)N3CCN(c4ccccc4Cl)CC3)ccc2n(C)c1=O,2,4,-3,·,0,9,·,·,-2,-2
COc1ccccc1NC(=S)NCCSc1ccc(Cl)cc1,2,-2,3,2.3,3,2,-5,-5,8,-3
COc1ccccc1CCC(=O)N1CCN(S(=O)(=O)c2cccc(F)c2)CC1,-1,2,3,0.4,0,-7,-3,-2,-1,-1

# (further entries)
Structure,PRMT1 FP inh,ABHD4 inh,MBD2 DNA inh,PG9 binder,UHRF1 MBD2 ctr,rCAG binder,TCR-CD3 inh,HTRA1 inh,NR1D1 modulator,LEDGF integ inh
CCOC(=O)COn1c(=O)c(-c2ccccc2)[n+]([O-])c2ccccc21,1,1,3,-0.4,1,-6,-5,2,4,2
C=CCn1c(SCC(=O)NCC(c2ccccc2)N(C)C)nc2sc3c(c2c1=O)CCC3 (configuration not stated),-1,-2,1,-2.0,0,1,8,-2,-3,0
CC1CCc2[nH]nc(C(=O)O)c2C1 (configuration not stated),-3,9,2,-3.0,-3,1,13,4,-3,1
COC(=O)[C@H]1C[C@H]1[C@@H](NC(=O)c1cccnc1)c1ccccc1,-1,4,2,0.3,-1,1,4,-1,-1,-2
CCOC(=O)c1cccc(NC(=O)CCS(=O)(=O)c2cccc3nsnc23)c1,-2,3,2,-1.2,2,-1,-2,-9,-3,-1
CCN(CC)CCNC(=O)CCc1nn(C)c(=O)c2ccccc12,0,5,4,0.1,0,3,-4,0,-1,5
Cc1cc(C)n2nc3ccccc3c2n1,-2,6,3,-1.5,0,-1,3,-1,-4,-1
S=c1[nH]nc(C2CCCCC2)n1/N=C/c1ccccc1,6,-1,9,-1.8,0,0,2,0,-1,-3
CCCc1nc(NC(=O)c2ccccc2)nc(NC(=O)c2ccccc2)n1,-4,-1,-7,-1.6,1,-6,1,-17,-2,-2
CCOc1ccc(NC(=O)COC(=O)CCS(=O)(=O)c2ccc(C)cc2)cc1,-1,-2,1,-1.5,3,-2,8,1,1,-2
O=C(O)c1ccc(NC(=O)c2cccc(S(=O)(=O)Nc3ccc(C(=O)O)cc3)c2)cc1,2,-4,7,-0.9,2,-4,-9,-3,1,-2
COc1cccc(-c2cn(-c3cccc(C(F)(F)F)c3)c(=S)[nH]2)c1,7,-2,-3,-2.1,1,7,-5,1,1,5

# (further entries)
Structure,PRMT1 FP inh,ABHD4 inh,MBD2 DNA inh,PG9 binder,UHRF1 MBD2 ctr,rCAG binder,TCR-CD3 inh,HTRA1 inh,NR1D1 modulator,LEDGF integ inh
Cc1ccc(S(=O)(=O)N2CC(C)N(S(C)(=O)=O)C2)cc1 (configuration not stated),2,5,0,0.4,2,-1,-1,-4,4,0
O=C(Nc1cccc(-c2nnc(-c3ccccc3)o2)c1)c1ccco1,1,-8,2,0.9,-1,0,1,-7,4,-5
CCn1cc(CCCC(=O)NCc2cccnc2)c2ccccc21,0,7,1,-1.9,2,-6,3,-3,3,-7
Cc1nc2ccccn2c1C(=O)NN=C1CCCC1,-1,2,2,0.1,-2,1,6,0,-1,-5
Cc1cc(C)c(C#N)c(SCC(=O)Nc2cccc(S(=O)(=O)N3CCCC3)c2)n1,-1,-3,2,37*,-1,9,8,6,21*,1
COc1ccc(Nc2oc(-c3ccco3)nc2S(=O)(=O)c2ccc(F)cc2)cc1,2,-5,0,-1.4,1,1,-1,-27,1,-1
COC(=O)[C@@]12CCCCC3=C1N(CCC3)C(=O)[C@H]2CC(=O)NCC12CC3CC(CC(C3)C1)C2,3,4,6,·,-2,2,·,·,6,0
CCCS(=O)(=O)NC(=O)C1(C)CCN(C(=O)c2sccc2C)C1 (configuration not stated),8,-13,4,0.9,7,1,-1,·,-5,0
O=C(CCC1CCCC1)N1CCN(C(=O)c2ccco2)CC1,-1,4,4,0.2,11,-5,5,-1,-1,1
CCCN1CCC(=O)N([C@H](CN=[N+]=[N-])CC(C)C)CC1,0,6,-2,-1.0,1,-4,1,4,0,0
CC(C)CN(C(=O)C(c1ccccc1)c1ccccc1)c1c(N)n(CC(C)C)c(=O)[nH]c1=O,0,-6,-7,0.9,-1,-5,-4,-1,-5,-1
COc1cc2[nH]c(=S)n(Cc3ccc(C)cc3)c(=O)c2cc1OC,-1,-3,1,3.2,-2,0,1,-2,9,8

# More results
Structure,PRMT1 FP inh,ABHD4 inh,MBD2 DNA inh,PG9 binder,UHRF1 MBD2 ctr,rCAG binder,TCR-CD3 inh,HTRA1 inh,NR1D1 modulator,LEDGF integ inh
Cc1c(OCC(=O)N[C@H](C(=O)O)c2ccccc2)ccc2c3c(c(=O)oc12)CCCC3,2,3,-2,-1.1,3,10,4,-3,-1,-1
C[C@H](CO)N1C[C@H](C)[C@H](CN(C)S(=O)(=O)c2cccs2)Oc2ncc(-c3cc4ccccc4o3)cc2C1=O,-1,-11,0,-0.7,-1,9,4,-32,4,-2
O=C(CSc1nnc2ccccn12)Nc1ccc(N2CCOCC2)cc1,1,5,4,-1.7,11,4,-12,5,1,-3
O=C(Nc1ccc(Br)cc1)c1cccc(N2C(=O)C3C4C=CC(C4)C3C2=O)c1 (configuration not stated),8,-28,7,0.8,4,0,-2,-11,-6,-5
NC(=O)c1ccc(SCC(=O)OCC(=O)NC2CCCCCCC2)c([N+](=O)[O-])c1,65*,10,-1,0.2,-2,8,-1,3,0,0
Cc1nn(-c2nc3ccccc3s2)c(N)c1-c1ccc(Cl)cc1,-3,1,-2,-0.2,0,3,0,-4,-1,1
CSC(=NC#N)N1CCN(c2cccc(Cl)c2)CC1,-2,1,-1,-0.2,-2,-3,-1,-1,4,0
O=C1c2ccccc2C(=O)N1CCCCCCc1ccccc1,3,5,2,-0.4,-3,0,-6,2,0,-1
COc1ccc(F)cc1CN1CCN(CC(=O)Nc2ccccc2C(=O)NC2CC2)CC1,-1,1,1,-1.3,-3,1,5,2,0,0
